Screening results (PubChem)
Epigenetic reg = derepresses silenced GFP reporter in murine cells; murine LDR cells, GFP reporter derepression, 30 h; Potency, µM (top dose mostly 53.9 µM), inactives show top-dose GFP activation, hits mostly activators; actives 0.2% (n = 280,000); AID 1865; active = well fitted activation curve with a large enough effect; inconclusive = small, poorly fitted or top-dose-only effect; note: % of control where 0% means no effect; nearly all actives have a fitted effect of over 60% in size
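In this reporter-derepression format, murine cells bearing a silenced integrated CMV-GFP locus incubate with test compound (30 h, 37 C), then are washed and imaged; fluorescent objects of 20–120 um count as induced cells.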
* hit, by the source's call; ? = inconclusive. Potency is the fitted concentration of half-maximal effect.

no.	smiles	Epigenetic reg
1	CCOc1ccc(NC(=O)CCS(=O)(=O)c2cc3c4c(c2)CCN4C(=O)CC3)cc1	-2.0%
2	Cc1ccc2nc(Cl)c3cc(C(=O)N4CCCCC4C)sc3c2c1 (stereo unspecified)	-0.2%
3	CC(=O)OCC#CCSc1nnc(-c2cccc(Br)c2)o1	-1.0%
4	c1csc(C2=NC(c3ccncc3)=Nc3ccccc3N2)c1	5.1%
5	CCOc1ccc(CCNC(=O)Cn2nc(CC)n3c(cc4c(OC)cccc43)c2=O)cc1OCC	0.0%
6	O=C(C1CCN(S(=O)(=O)Cc2ccccc2)CC1)N1CCN(c2ccc(F)cc2)CC1	-4.5%
7	COc1ccccc1CNCCSc1nnnn1C	1.1%
8	Cc1ccc(-n2c(=O)c3cccnc3n2CC(=O)NCc2ccc(Cl)cc2)cc1	4.4%
9	Cc1cccc(-c2c3c(=O)n(C)c(=O)n(C)c3cn2-c2cc(N)c(Cl)cc2Cl)c1	-1.9%
10	Cc1ccc(C)c(NC(=O)C2CCN(c3nn4c(=O)cc(C)nc4s3)CC2)c1	-1.0%
11	COc1ccc(NC(=O)c2cccc(N3CCCS3(=O)=O)c2)c(OC)c1	-1.6%
12	Cc1cc2ccccc2n1-c1ccc(C(=O)N2CCC(C(=O)NCc3ccccc3Cl)CC2)s1	-2.6%
13	COc1cc(C2NC(=O)c3c(sc4c3CCN(C)C4)N2)ccc1OC(=O)c1ccccc1 (stereo unspecified)	8.1%
14	COc1ccc(-n2c(=O)c3c4c(sc3n(Cc3ccccc3Cl)c2=O)CCC4)c(OC)c1	0.7%
15	Cc1ccc(NC(=O)c2ccc(CNS(=O)(=O)c3ccc4c(c3)C(C)(C)C(=O)N4C)cc2)cc1	14.1%
16	CCN(C(=O)Cn1nc(Cc2ccncc2)c2ccccc2c1=O)c1cccc(C(F)(F)F)c1	-1.6%
17	Cc1ccc(NC(=O)N2CCc3cc(S(=O)(=O)N4CCC(C)CC4)ccc32)cc1F	2.7%
18	CCSc1nc2sc3c(c2c(=O)n1-c1ccc(C)cc1)CCCC3	-1.6%
19	COc1cccc(CN2C(=O)c3ccccc3Sc3ccc(C(=O)N(C)Cc4ccccc4)cc32)c1	0.8%
20	CCOc1ccc(CCNC(=O)c2cc3c(=O)n(CC)c4ccccc4c3s2)cc1OCC	-1.1%
21	CCn1c(SCCOc2ccccc2F)nc2ccccc21	-1.6%
22	Cc1ccccc1NC(=O)c1c(C)oc2ccc(O)c(CN(C)Cc3ccccc3)c12	3.2%
23	Cc1nn2c(-c3cccc(NC(=O)c4ccccc4)c3)nnc2c2ccccc12	-1.0%
24	CCOc1ccc(NC(=O)CC2C(=O)N(c3ccc(F)cc3)C(=O)N2CCc2sccc2C)cc1 (stereo unspecified)	-0.5%
25	Fc1ccccc1-n1ncc2c1ncn1nc(-c3ccccc3Cl)nc21	0.0%
26	O=C(CCn1c(=O)c2sccc2n(Cc2ccc(F)cc2)c1=O)NCc1ccc2c(c1)OCO2	0.2%
27	O=C(CC(=O)Nc1ccccc1F)Nc1ccc2nc3n(c(=O)c2c1)CCCCC3	-3.0%
28	CC(C)N(C(=O)Cn1cc(S(=O)(=O)Cc2ccc(Br)cc2)c2ccccc21)C(C)C	6.9%
29	COc1ccccc1N1CCN(CC(O)COc2cc(C)cc(C)c2)CC1 (stereo unspecified)	-0.2%
30	CCn1cc(C(=O)NCCCN2CCCC(C)C2)c(=O)c2cc(S(=O)(=O)N(C)C3CCCCC3)ccc21 (stereo unspecified)	-1.0%
31	CC(C)(C)c1ccc(-c2nnc(-c3ccccc3NC(=O)c3cccc(C(F)(F)F)c3)o2)cc1	?
32	COc1ccc2cc(CNc3ccccc3)c(=O)n(CC(=O)Nc3ccc(C(C)=O)cc3)c2c1	1.3%
33	CCOC(=O)c1ccc(NC(=O)c2nc(SCc3ccccc3F)ncc2Cl)cc1	-1.7%
34	COc1ccc(-n2c(SCc3nc(-c4ccc(Cl)cc4)no3)nnc2-c2ccncc2)cc1	0.0%
35	Cc1ccc(C)c(N(C)C(=O)c2cc3c(s2)-c2ccccc2OC3)c1	0.3%
36	CCOC(=O)c1ccccc1NC(=O)CN(c1cc(C(F)(F)F)ccc1Cl)S(C)(=O)=O	1.6%
37	Cc1ccccc1OCCn1c(CCNC(=O)C(C)(C)C)nc2ccccc21	-0.9%
38	Cc1ccc(Cl)cc1N1CCN(C(=O)c2cn(C)c3ccc(S(=O)(=O)N(C)C4CCCCC4)cc3c2=O)CC1	3.8%
39	COc1cc(NC(=O)Cn2c(=O)n(Cc3ccccc3)c(=O)c3oc4ccccc4c32)cc(OC)c1	10.3%
40	Cc1ccc(NC(=O)Cn2c(-c3cncs3)nc3ccccc32)c(Br)c1	-2.6%
41	COc1ccccc1CCNC(=O)C1CCN(c2nc3ccccc3nc2C(F)(F)F)CC1	-2.7%
42	CCOC(=O)CC(NC(=O)c1cc2cc(Cl)ccc2oc1=O)c1ccc(C)cc1 (stereo unspecified)	1.9%
43	COc1ccc(C2C(C(=O)Nc3cccnc3)=C(C)Nc3nc(-c4ccccc4)nn32)cc1OC (stereo unspecified)	-1.0%
44	O=C(Cn1c(=O)n(Cc2ccc3c(c2)OCO3)c(=O)c2ccc(C(=O)NC3CCCCC3)cc21)Nc1ccccc1F	17.3%
45	CCOC(=O)c1cccc(NC(=O)C(C)n2nc(C)c3c(C)n(-c4ccccc4)nc3c2=O)c1 (stereo unspecified)	4.2%
46	COc1ccc2c(c1)c(=O)c(S(=O)(=O)c1ccc(Cl)cc1)cn2Cc1cc(C)ccc1C	-1.0%
47	COc1ccc(C(=O)Nc2ccc3nc4c(c(Nc5ccccc5OC)c3c2)CCCC4)c(OC)c1	1.0%
48	O=C(Nc1ccc(O)c(-c2nc3ccccc3o2)c1)c1cccs1	0.0%
49	CCN1C(=O)c2ccccc2S(=O)c2ccc(C(=O)N3CCN(c4ccccc4OC)CC3)cc21 (stereo unspecified)	-0.3%
50	CCOc1ccc(NC(=O)Nc2nnc(N3CCCCC3C)s2)cc1 (stereo unspecified)	4.2%

Given with each value named: part of the list above.
[36] CCOC(=O)c1ccccc1NC(=O)CN(c1cc(C(F)(F)F)ccc1Cl)S(C)(=O)=O
- Epigenetic reg = 1.6%
[14] COc1ccc(-n2c(=O)c3c4c(sc3n(Cc3ccccc3Cl)c2=O)CCC4)c(OC)c1
- Epigenetic reg = 0.7%
[2] Cc1ccc2nc(Cl)c3cc(C(=O)N4CCCCC4C)sc3c2c1 (stereo unspecified)
- Epigenetic reg = -0.2%
[6] O=C(C1CCN(S(=O)(=O)Cc2ccccc2)CC1)N1CCN(c2ccc(F)cc2)CC1
- Epigenetic reg = -4.5%

Next part
no.	smiles	Epigenetic reg
51	CCCN1CCc2nc(SCC(=O)Nc3ccc(C)c(Cl)c3)[nH]c(=O)c2C1	-3.1%
52	CCc1ccc(C(=O)c2cn(CC(=O)Nc3cccc(OC)c3)c3ccc(OC)cc3c2=O)cc1	14.9%
53	CSc1ccccc1NC(=O)C1=CC(c2ccc3c(c2)OCO3)=NS(=O)(=O)N1C	-2.5%
54	CCOc1ccc(CCNC(c2nnc(-c3ccccc3)o2)c2ccccc2Cl)cc1OCC (stereo unspecified)	1.0%
55	CCOC(=O)c1cnc2cc(C(F)(F)F)ccc2c1N1CCN(c2ccc(F)cc2)CC1	-1.1%
56	COc1ccccc1Nc1c2c(nc3ccc(NC(=O)/C=C/c4cccc(OC)c4OC)cc13)CCCC2	0.2%
57	COc1ccccc1CNC(=O)c1ccc(-c2nc(CS(=O)(=O)c3ccc(C)cc3)c(C)o2)cc1	2.7%
58	CCCCNC(=O)c1cc(-c2ccc(Cl)c(Cl)c2)on1	0.0%
59	O=C(c1ccc2c(c1)CCN2S(=O)(=O)c1ccccc1)N1CCN(c2ccccc2F)CC1	-1.0%
60	CCOc1ccc(NC(=O)CSc2cn(CC(=O)N3CCOCC3)c3ccccc23)cc1	1.1%
61	COC(=O)c1ccccc1NC(=O)c1cnn(-c2ccc(F)cc2)c1-n1cccc1	1.2%
62	Cc1cc(NC(=O)Nc2nnc(N(C)Cc3ccccc3)s2)ccc1Br	-1.0%
63	O=C(Nc1ccc(F)cc1F)c1cc2c(=O)n3ccccc3nc2s1	5.3%
64	O=C(CC1(O)C(=O)N(Cc2ccccc2)c2ccc(Br)cc21)c1ccccc1 (stereo unspecified)	4.5%
65	O=C(NC1(C(F)(F)F)N=C(c2ccccc2)N(Cc2ccccc2)C1=O)c1ccc(F)cc1 (stereo unspecified)	-1.1%
66	Cc1ccc2c(c1)C(c1ccc(F)cc1)N(C(=O)c1cccc(C(F)(F)F)c1)CC(=O)N2 (stereo unspecified)	3.0%
67	CCCOc1ccc(-c2nc3ccc(Br)cc3c(=O)o2)cc1	-1.6%
68	COc1cccc(C2=NN(S(C)(=O)=O)C(c3cn(-c4ccccc4)nc3-c3cccs3)C2)c1 (stereo unspecified)	-1.1%
69	Cc1cccc(Cc2c(C)nc3nc(SCC(=O)NCc4ccccc4)nn3c2C)c1	1.3%
70	CNS(=O)(=O)c1cn(CC(=O)Nc2cccc(C(F)(F)F)c2)cc1S(=O)(=O)NC	-2.4%
71	CC1=C(C(=O)N2CCN(c3ccccc3)CC2)C2(CCCCC2)OC1=O	-1.1%
72	Nc1c(-c2nc(-c3ccccc3Cl)no2)nnn1-c1ccccc1C(F)(F)F	6.9%
73	Cc1cccc(N2CCN(C(=O)c3cc4c(=O)oc5ccccc5c4s3)CC2C)c1 (stereo unspecified)	-0.2%
74	CN(C(=O)CCc1nc(-c2ccccc2F)no1)c1ccc(Cl)cc1	1.0%
75	CCSc1ncc(Cl)c(C(=O)Nc2sc3c(c2C(=O)NCCCOC)CCCC3)n1	3.55µM*

An excerpt from above in order of SMILES length, lowest first.
no.	smiles	Epigenetic reg
67	CCCOc1ccc(-c2nc3ccc(Br)cc3c(=O)o2)cc1	-1.6%
74	CN(C(=O)CCc1nc(-c2ccccc2F)no1)c1ccc(Cl)cc1	1.0%
51	CCCN1CCc2nc(SCC(=O)Nc3ccc(C)c(Cl)c3)[nH]c(=O)c2C1	-3.1%
60	CCOc1ccc(NC(=O)CSc2cn(CC(=O)N3CCOCC3)c3ccccc23)cc1	1.1%
55	CCOC(=O)c1cnc2cc(C(F)(F)F)ccc2c1N1CCN(c2ccc(F)cc2)CC1	-1.1%
68	COc1cccc(C2=NN(S(C)(=O)=O)C(c3cn(-c4ccccc4)nc3-c3cccs3)C2)c1 (stereo unspecified)	-1.1%

The list continues.
no.	smiles	Epigenetic reg
76	CCc1cccc(N2C(=O)CSC23C(=O)Nc2ccccc23)c1 (stereo unspecified)	-0.3%
77	Cc1ccc(C)c(-n2nnc(-c3nc(-c4ccccc4C)no3)c2C)c1	-2.0%
78	CCc1cccc(C)c1NC(=O)C1CCN(c2nn3c(=O)cc(C)nc3s2)CC1	-2.0%
79	Cn1nc(-c2ccc(OCC(=O)Nc3cccc(C(F)(F)F)c3)cc2)c2ccccc2c1=O	2.9%
80	CC(=O)c1cccc(-n2c(=O)c3c4c(sc3n(Cc3ccccc3Cl)c2=O)CN(C(C)=O)CC4)c1	0.8%
81	Cc1c(NC(=O)Cc2ccc(F)cc2)cccc1-c1nc2cccnc2s1	5.6%
82	Cc1c(C(=O)OC2CCCCCC2)[nH]c2c1C(=O)CC(c1ccccc1)C2 (stereo unspecified)	0.4%
83	CCOc1ccc(CCNC(=O)c2cc3c(=O)oc4ccc(C)cc4c3s2)cc1OCC	5.6%
84	COC(=O)c1ccc(Cl)cc1NC(=O)N1CC=C(c2c[nH]c3ccccc23)CC1	28.2µM*
85	CCOC(=O)c1ccc2c(c1)N(Cc1cccc(C(F)(F)F)c1)C(=O)c1ccccc1S2(=O)=O	-2.5%
86	O=C(Oc1ccc(F)cc1)c1nc(SCc2ccc(F)cc2)ncc1Cl	4.9%
87	Cc1sc2ncn(CC(=O)Nc3cccc(C(F)(F)F)c3)c(=O)c2c1S(=O)(=O)N1CCC(C)CC1	4.0%
88	COc1ccc(C2C=C(c3ccccc3)Nc3nc(NS(=O)(=O)c4ccc(C)cc4)nn32)cc1 (stereo unspecified)	-1.4%
89	Cc1nnc(N2CCC(C(=O)NCc3ccc(N(C)C)cc3)CC2)c2nn(-c3ccccc3)c(C)c12	2.4%
90	Cc1cccc(N2CCN(C3=C(c4ccccc4)C(=O)c4ccccc43)CC2)c1C	1.0%
91	O=C(Cn1c(=O)n(-c2ccc(Cl)cc2)c(=O)c2c3c(sc21)CCC3)c1ccc(F)cc1	1.8%
92	Cc1cccc(N2CCN(C(=O)Cn3ncc4c5ccccc5n(C)c4c3=O)CC2)c1C	-2.5%
93	CCOc1ccc(NCc2cccn2-c2nnc(N3CCC(C(=O)NCCc4ccc(OCC)c(OCC)c4)CC3)s2)cc1	0.8%
94	CCOC(=O)C1CCN(C(=O)c2cc3sc(C)cc3n2C)CC1	0.0%
95	COC(=O)c1ccc(CNC(=O)c2nc(Cn3nc(C)c(Br)c3C)no2)cc1	-1.1%
96	Cc1ccc(CN2CCSc3ccc(C(=O)N4CCN(c5ccc(Cl)cc5)CC4)cc32)cc1	5.0%
97	CC(C)(C)C1CCc2c(sc(NC(=O)c3cccc(Cl)c3)c2C(N)=O)C1 (stereo unspecified)	0.6%
98	CC1CCCCN1c1nnc(NC(=O)Nc2ccccc2F)s1 (stereo unspecified)	-2.0%
99	CCOC(=O)c1cccc(NC(=O)[C@H](CSCc2ccccc2)N2Cc3ccccc3C2=O)c1	0.0%
100	CCc1ccccc1N(c1nc(-c2ccc(OC)c(OC)c2)no1)c1nc(-c2ccc(OC)c(OC)c2)no1	-0.7%
101	CCC(C(=O)NC1CCC(C)CC1)n1nc(C)c2sc3ccccc3c2c1=O (stereo unspecified)	-4.2%
102	Cc1ccc(C)c(NC(=O)N2CCN3CCCCC3C2)c1 (stereo unspecified)	-0.2%
103	CCOCCCNC(=O)c1cc2c(=O)[nH]c3ccccc3c2n1C	0.4%
104	Cc1ccc(CS(=O)(=O)c2ncc(Cl)c(C(=O)Nc3nnc(C(C)C)s3)n2)cc1	0.3%
105	Cc1cc2c(cc3c(SCC(=O)Nc4ccc(Cl)cc4F)nncn32)o1	2.2%

Some of the compounds tested, so the mix of outcomes need not match the whole.
